# COUP-TFII inh: inhibitors of human COUP-TFII (NR2F2); inhibition, % at 8.6 µM; 0.7% of 370,000 active; P24468; HEK293T NGFI-A luciferase reporter, luminescence;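 active means inhibition above a per-plate cutoff, mean inhibition of test wells between control levels plus 3 SD, cut at about 38% in these data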;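 further: cells cotransfected with COUP-TFII expression vector driving the NGFI-A reporter; 0% = median of COUP-TF2 test wells and 100% = reporter-only cells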
# NCOA1 inh: inhibitors of human steroid receptor coactivator 1 (SRC1); Q15788; HEK293 GAL4-SRC1 luciferase reporter, luminescence; inhibition, % at 3.6 µM; 0.12% of 360,000 active;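 active means inhibition above the campaign mean plus 3 SD, with each screening campaign given its own cutoff, cut at about 60% in these data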;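 further: 0% = DMSO treated cells and 100% = gossypol at 36 µM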
# TRAIL sens C8: caspase-8 TRAIL sensitization. NB7+C8 cells + TRAIL, ATPlite viability luminescence. inhibition (viability loss, TRAIL sensitization), % at 10 µM. 1% of 360,000 active;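 active means compounds causing at least 50% loss of cell viability in the single-dose screen, relative to plate controls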
# TROY NFkB inh: blocks TROY-dependent signaling in reporter cells; AID 1347056; 0.98% of 360,000 active; inhibition, % at 10 µM; Q293 LMP1-TROYcd NF-kB luciferase reporter, 4 h;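 active means compounds whose plate-normalised and pattern-corrected inhibition of the luciferase reporter signal at the single screening dose is 50% or more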
# CF NFkB block: blocks PAF-induced NF-kB reporter in cystic fibrosis cells; inhibition, % at 5 µM; KKLEB NF-kB-GFP reporter, GFP fluorescence overnight; 0.86% of 360,000 active;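 active means at least 50% inhibition at 5 µM, scaled per plate between neutral and stimulator controls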;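 further: PAF is a Pseudomonas aeruginosa culture filtrate used as stimulus; plate controls were PAF-stimulated DMSO wells for no effect and unstimulated DMSO wells for full effect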
# KKLEB cytotox: CF airway cell cytotoxicity counter-screen; KKLEB CF airway cells viability, ATPlite luminescence, overnight; stronger effect = lower value; cells stimulated with P. aeruginosa culture filtrate; activity change (cytotoxicity), % at 5 µM; 0.36% of 360,000 active; AID 602141;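 active means corrected activity change at or below -50% at 5 µM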
# TWEAK-Fn14 inh: TWEAK-Fn14 signaling inhibition. TWEAK-stimulated Fn14 reporter cells, luciferase luminescence, 8 h. 2% of 360,000 active. inhibition, % at 10 µM. AID 1159606; in the data active means inhibition above about 50%
# SRC3 inh: inhibits human SRC3 coactivator. HEK293 GAL4-SRC3 luciferase reporter, luminescence. inhibition, % at 3.6 µM. 0.17% of 360,000 active;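 active means inhibition above a per-campaign cutoff, the mean of all compounds plus 3 SD, cut at about 60% in these data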;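 further: 0% = DMSO-treated cells and 100% = gossypol-treated cells at 36 µM; higher means less SRC3-driven luciferase light from the GAL4 reporter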
# NCOA2 inhibitor: human SRC2 (NCOA2) inhibition. HEK293 GAL4-SRC2 luciferase reporter, luminescence. inhibition, % at 9 µM. AID 651957. 0.17% of 370,000 active. Q15596;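 active means inhibition above the mean inhibition of all tested compounds plus 3 SD, set per campaign, cut at about 52% in these data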;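 further: 0% = DMSO treated cells and 100% = cells given Gossypol at 36 µM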
# NR5A2 inv ag: suppresses constitutive activity of human LRH-1 | O00482 | HEK293T StAR-luciferase reporter, LRH-1 transfected, 24 h | inhibition, % at 3.6 µM | 0.13% of 360,000 active;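 active means inhibition above the mean inhibition of all tested compounds plus 3 SD, cut at about 73% in these data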;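 further: 0% = DMSO wells and 100% = reporter-only cells lacking LRH-1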
# EBV LMP1 NFkB: reduces LMP1-driven NF-kappaB luciferase signal. LMP1-induced NF-kappaB luciferase reporter cells, luminescence. 0.69% of 350,000 active. inhibition, % at 12.5 µM; in the data active means inhibition above about 41%;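 further: 0% = neutral control wells and 100% = reference inhibitor control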
# Starred values were filed as active, the others as inactive; . = no result given; & = joins results of further samples; ! = not confirmed by another sample.
SMILES,COUP-TFII inh,NCOA1 inh,TRAIL sens C8,TROY NFkB inh,CF NFkB block,KKLEB cytotox,TWEAK-Fn14 inh,SRC3 inh,NCOA2 inhibitor,NR5A2 inv ag,EBV LMP1 NFkB
COc1ccc(OC)c(-c2nnc(-c3ccc(C)o3)o2)c1,-20,-78,-1,3,-2,-15,6,-16,-35,-21,-9
Cc1ccc(SCC(=O)Nc2ccc3c(c2)OCCO3)cc1,-24,-67,-1,-62,-10,15,-14,-51,-11,-48,-2
CN(C)CCNc1ccc(CO)c2sc3ccc(O)cc3c(=O)c12,-85,79*,32,-53,-189,8,-90,28,-203,68,49*
Cc1cccc(CCNS(=O)(=O)c2ccc(S(=O)(=O)NC3CCCC3)cc2)c1,6,12,9,-2,5,-3,-3,10,15,5,6
Cc1noc(C)c1C1(O)CCCCCCCCCCC1,14,2,-4,1,-3,-4,15,12,-18,-2,2
COc1ccc2cc3cc(C(=O)NCCCN4CCc5ccccc5C4)sc3nc2c1,-51,-54,-6,-52,3,0,-70,-44,-45,-60,9
CSc1ccc(/C=C/C(=O)OCC(=O)c2ccc[nH]2)cc1,-23,-14,2,-50,2,0,-40,-25,-53,26,-9
COC(=O)CNC(=O)CN1C(=O)N(c2cccc(Cl)c2)C(N(O)C(=O)Nc2cccc(Cl)c2)C1(C)C (stereo unspecified),5,2,1,-9,13,-4,25,16,-15,12,8
COc1ccc(OCCCC(=O)NCCc2ccc(OC)c(OC)c2)cc1,3,11,3,21,2,5,14,16,9,2,9
O=c1cc(C=NNc2ccccc2)[nH]c(=O)[nH]1,-19,12,-18,-7,12,2,3,-2,-43,0,-16
COc1cc(/C=C2\C(=N)N3N=C(CC(=O)N4CCOCC4)SC3=NC2=O)cc(OC)c1OC,-9,-5,-9,-9,4,6,-11,-14,-32,1,-1
COCCn1c(C)cc(O)c(C(=O)Nc2cccc(Cl)c2)c1=O,5,-12,-8,-15,-7,6,-1,1,-4,7,12
Oc1cc2ccccc2nc1-c1ccccc1Cl,23,-24,15,-43,7,-7,4,-5,-20,0,-6
COC(=O)C1=C(C)N(Cc2ccccc2)C(=NCCc2ccccn2)N[C@H]1c1cccc(F)c1,2,0,8,2,2,-2,-13,5,-28,10,5
O=C(Cc1ccccn1)Nc1ccccc1,-2,10,-5,-18,-10,-7,110*,14,-8,-4,-4
COC/C=C/C1=CC2=CC(=O)C(C)(OC(=O)c3cnc4ccccc4n3)C(=O)C2=CN1c1ccc(OC)cc1 (stereo unspecified),5,-13,3,-29,1,5,-1,-20,-18,4,-12
CCOC(=O)C1=C(COC(=O)CCOc2ccc(OCC)cc2)NC(=O)NC1C (stereo unspecified),37,6,-5,0,14,-26,-6,3,13,-8,4
COc1cc(C(C)=O)ccc1OCC(=O)N1CCCC1c1ccc2c(c1)OCCCO2 (stereo unspecified),8,16,-8,-4,-7,10,13,-9,-3,-8,-4
CN(c1ccccc1)S(=O)(=O)c1cccc(C(=O)OCC(=O)NCCCN2CCCC2=O)c1,0,-13,6,-2,5,2,-7,18,-2,2,-32
COc1cccc(/C=N/NC(=O)C[n+]2ccccc2)c1OC,-7,10,-6,0,2,2,12,4,-21,9,7
CCC1(CC)Nc2ccccc2C(=O)N1c1ccc(NC(C)=O)cc1,-18,-28,5,-5,-7,-3,-15,-17,-21,-25,-14
COc1ccc(C(=O)N2CCN(c3ccc(C(C)=O)cc3)CC2)cc1S(=O)(=O)N1CCCC1,-5,-4,4,-6,-13,-2,7,-19,-19,-42,0
COc1ccc(C(=O)NCC(O)CN2CCOCC2)cc1[N+](=O)[O-] (stereo unspecified),11,-2,-11,-9,-2,9,-2,-6,4,17,-5
CCn1c(CCCOc2ccc(Cl)cc2Cl)nnc1SCC(=O)Nc1cccc(F)c1,-2,5,2,-33,-30,2,-31,-2,10,7,1
COCCN(C(=O)CNC(=O)c1cccs1)C(C(=O)NC(C)(C)C)c1ccccc1 (stereo unspecified),-15,-8,-11,11,-18,10,-4,-17,-6,-3,2

# Some of these compounds in order of the NR5A2 inv ag value, smallest number first.
compound	COUP-TFII inh	NCOA1 inh	CF NFkB block	TWEAK-Fn14 inh	SRC3 inh	NCOA2 inhibitor	NR5A2 inv ag	EBV LMP1 NFkB
O=C(Cc1ccccn1)Nc1ccccc1	-2	10	-10	110*	14	-8	-4	-4
O=c1cc(C=NNc2ccccc2)[nH]c(=O)[nH]1	-19	12	12	3	-2	-43	0	-16
COc1cccc(/C=N/NC(=O)C[n+]2ccccc2)c1OC	-7	10	2	12	4	-21	9	7
COC(=O)C1=C(C)N(Cc2ccccc2)C(=NCCc2ccccn2)N[C@H]1c1cccc(F)c1	2	0	2	-13	5	-28	10	5
CN(C)CCNc1ccc(CO)c2sc3ccc(O)cc3c(=O)c12	-85	79*	-189	-90	28	-203	68	49*

# Only COUP-TFII inh and CF NFkB block, for 6 of the compounds above:
Molecule	COUP-TFII inh	CF NFkB block
COC/C=C/C1=CC2=CC(=O)C(C)(OC(=O)c3cnc4ccccc4n3)C(=O)C2=CN1c1ccc(OC)cc1 (stereo unspecified)	5	1
CCOC(=O)C1=C(COC(=O)CCOc2ccc(OCC)cc2)NC(=O)NC1C (stereo unspecified)	37	14
COc1cc(C(C)=O)ccc1OCC(=O)N1CCCC1c1ccc2c(c1)OCCCO2 (stereo unspecified)	8	-7
CN(c1ccccc1)S(=O)(=O)c1cccc(C(=O)OCC(=O)NCCCN2CCCC2=O)c1	0	5
COc1cccc(/C=N/NC(=O)C[n+]2ccccc2)c1OC	-7	2
CCC1(CC)Nc2ccccc2C(=O)N1c1ccc(NC(C)=O)cc1	-18	-7

# Grouped by structure, those above containing a thiophene ring, fused or not.
SMILES,COUP-TFII inh,NCOA1 inh,TRAIL sens C8,TROY NFkB inh,CF NFkB block,KKLEB cytotox,TWEAK-Fn14 inh,SRC3 inh,NCOA2 inhibitor,NR5A2 inv ag,EBV LMP1 NFkB
COc1ccc2cc3cc(C(=O)NCCCN4CCc5ccccc5C4)sc3nc2c1,-51,-54,-6,-52,3,0,-70,-44,-45,-60,9
COCCN(C(=O)CNC(=O)c1cccs1)C(C(=O)NC(C)(C)C)c1ccccc1 (stereo unspecified),-15,-8,-11,11,-18,10,-4,-17,-6,-3,2

# Following part:
SMILES,COUP-TFII inh,NCOA1 inh,TRAIL sens C8,TROY NFkB inh,CF NFkB block,KKLEB cytotox,TWEAK-Fn14 inh,SRC3 inh,NCOA2 inhibitor,NR5A2 inv ag,EBV LMP1 NFkB
CNC(=S)N/N=C1\CC(c2ccccc2)Oc2ccccc21 (stereo unspecified),10,-16,-4,-6,-25,2,18,14,10,-12,-11
C[C@H](CO)N1C[C@H](C)[C@@H](CN(C)C)Oc2c(NS(=O)(=O)c3cccs3)cccc2C1=O,-3,-9,-2,-1,12,15,-5,4,-5,-25,-3
CC(=O)c1ccc(NC(=O)CCc2c(C)nn(-c3ccc(N4CCOCC4)nn3)c2C)cc1,-29,-51,-1,-27,-2,1,-18,-42,-29,-11,-4
Cc1cc(C)cc(NC(=O)C2CCCN(S(=O)(=O)c3cnc[nH]3)C2)c1 (stereo unspecified),10,-9,-21,-12,-38,10,-3,22,8,-12,-2
Cc1nn(C)c(Sc2ccccn2)c1[N+](=O)[O-],-19,12,-14,-32,12,1,-7,21,-7,6,-3
CC(C)(C)Nc1nc(N2CCCC2)nc(N2CCCC2)n1,10,-6,41,-29,17,-18,-38,19,16,4,-39
CN(C(=O)c1cccs1)C1(C)CCS(=O)(=O)C1 (stereo unspecified),-21,5,-14,12,-12,6,9,-32,-9,15,-1
Cn1ccc(NC(=O)c2ccc(Cl)cc2)n1,-23,-48,12,-41,13,-13,-37,-27,-11,-85,-4
CCOC(=O)C1(C/C(C)=N/NC(N)=O)CC(C)OC1=O (stereo unspecified),13,-10,-8,7,3,-2,-5,-4,15,-4,-4
Cc1ccc(C(=O)N/N=C2/NC(=O)CC(C(=O)Nc3ccccc3)S2)cc1 (stereo unspecified),6,0,-6,-5,0,-6,11,10,6,6,5
Cc1ccc(Cl)cc1NC1=C/C(=N\S(=O)(=O)c2cccs2)c2ccccc2C1=O,-1,72*!,92*,71*,92*,-105*,100*,85*!,-29,6&24,60*!
CCN1C2OC3OC4C(OC3OC2N(CC)S1(=O)=O)N(CC)S(=O)(=O)N4CC (stereo unspecified),-14,1,-9,11,-16,7,-1,1,5,-11,-1
O=S(=O)(NCCc1ccncc1)c1cc(Br)ccc1F,-1,-5,4,1,0,-10,-4,17,13,-4,-11
CC(=O)N1N=C2c3ccccc3CCC2C1c1cccs1 (stereo unspecified),8,-9,-11,-20,-22,13,-25,22,-21,13,.
c1cncc(-c2nc(N3CCOCC3)c3ccccc3n2)c1,.,4,-1,5,2,-6,16,7,.,38,-28
O=c1ccc(/C=C/c2ccccc2)nn1Cc1ccccc1,9,16,12,-5,5,9,0,9,11,2,12
CCOc1ccc2oc(C(=O)N3CC(C)OC(C)C3)c(C)c2c1 (stereo unspecified),16,-20,2,-5,-67,11,-32,-6,5,-21,5
COCCCNC(=O)C(CC(N)=O)NC(=O)OCc1ccccc1 (stereo unspecified),9,-8,-4,3,5,-1,-9,19,-8,-3,-6
Cc1ccc(C(=O)Nc2ccc(C(=O)N3CCCCC3)cc2)o1,-21,-44,-4,-31,-5,2,2,-31,-65,-35,5
CCOCCCNC(=O)C(NC(=O)c1ccc(NC(C)=O)cc1)c1ccc(Cl)cc1 (stereo unspecified),-8,2,2,12,4,-7,8,-7,5,11,4
COc1ccc(NC(=O)c2sc3ncn(CC(=O)N4CCCCC4)c(=O)c3c2C)cc1OC,13,-30,-2,-4,-9,4,-10,-3,-16,-11,1
O=C1CC(NS(=O)(=O)c2cc(F)ccc2F)CN1c1cccc(F)c1 (stereo unspecified),9,-11,8,-5,-4,9,8,-10,6,8,3
CCCN1C(=O)/C(=C/c2c(NCCCOCC)nc3c(C)cccn3c2=O)SC1=S,-12,-6,13,-20,-3,-8,-4,-2,-22,11,2
O=C(NCc1ccccn1)c1cn(-c2ccccc2)nc1-c1ccc(Cl)cc1,5,0,-5,-26,-16,5,-2,16,-24,-14,1
COc1cc2c(cc1C1NC(=S)NC(C)=C1C(=O)N(C)C)CCCC2 (stereo unspecified),-7,-14,3,-3,6,2,-10,8,-44,-5,-2
O=C(Cn1cnc2c(nnn2Cc2ccccc2)c1=O)c1ccccc1,-12,7,-17,-7,10,-6,3,-21,-11,-18,-3

# High-throughput results deposited in PubChem BioAssay by several laboratories.
